# Bioassay records (PubChem BioAssay)
# GLP1R inv ag: qHTS of GLP-1 Receptor Inverse Agonists (Inhibition Mode) | Glucagon-like peptide 1 receptor (Homo sapiens), P43220 | HEK293 GLP-1R CRE-luciferase, luminescence, 24 h; GLP-1R form is constitutively active | Potency, µM (titrated, usually from 38.3 µM), for inactives: top-dose activity change, negative = inhibition, hits mostly inhibitors | 410,000 compounds, 1.6% hits | AID 624417, 2012; note: potency is the fitted concentration of half-maximal effect; % is set by controls: 0 for no effect and ±100 for the full control effect; nearly all actives have a fitted effect of over 55% in size
#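 Inverse agonists were sought by their lowering of basal cAMP reporter luciferase output in HEK293 cells stably carrying constitutively active human GLP-1R, after 24 h compound treatment.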
# GLP1R ag: qHTS of GLP-1 Receptor Agonists; HEK293 GLP-1R CRE-luciferase, luminescence, 4-6 h; cells express a hypersensitive GLP-1R form; Potency, µM (doses to about 45.6 µM), inactives show top-dose activation, hits mostly activators; 380,000 compounds, 0.007% hits; AID 624172, 2012; note: potency is the fitted concentration of half-maximal effect; % of control where 0% means no effect
# PI5P4K alpha inh: qHTS for Inhibitors of phosphatidylinositol 5-phosphate 4-kinase (PI5P4K) | Phosphatidylinositol 5-phosphate 4-kinase type-2 alpha (Homo sapiens), P48426 | PI5P4Kalpha enzyme, ADP-Glo luminescence, 60 min; hits give low values | max response, % | 330,000 compounds, 1.2% hits | AID 652105, 2013; active = max response of -50% or lower; inconclusive = between -30% and -50%; inactive = -30% or higher; note: value at the top dose of about 77 µM; % is set by controls: 0 for no effect and ±100 for the full control effect
# Target sequence (P48426 whole entry, looked up): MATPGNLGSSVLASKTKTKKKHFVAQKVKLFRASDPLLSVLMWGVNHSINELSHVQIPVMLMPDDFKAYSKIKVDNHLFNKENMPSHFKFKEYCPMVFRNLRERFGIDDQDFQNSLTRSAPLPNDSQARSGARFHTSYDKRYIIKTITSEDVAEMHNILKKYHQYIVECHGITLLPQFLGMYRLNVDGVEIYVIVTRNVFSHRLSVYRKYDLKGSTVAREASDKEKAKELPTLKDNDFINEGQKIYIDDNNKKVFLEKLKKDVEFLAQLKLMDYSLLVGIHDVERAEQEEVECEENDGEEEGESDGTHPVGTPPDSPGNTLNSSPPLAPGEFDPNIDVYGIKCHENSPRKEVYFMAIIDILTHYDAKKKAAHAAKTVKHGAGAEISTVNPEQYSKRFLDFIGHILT
#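 Luminescence from ADP-Glo served as readout of PI5P4Kalpha activity in a qHTS format. Reaction: enzyme, substrate, compound, ATP at 5 microM final, 60 min at RT.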
# IL-2 act: qHTS of IL-2 Activators | IL-2 activation reporter assay, cell-based qHTS; stimulated with anti-CD3/CD4/CD28 beads; in transgenic mouse T cells | activation, % (series mostly up to about 46 µM) | 360,000 compounds, 0.065% hits | AID 652025, 2013; in the data active = activation above about 50%; inconclusive = mostly about 30% to 49%; note: 0% is about no effect
#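 Unstimulated transgenic mouse T cells; 60-min compound exposure; bead-based TCR/CD4/CD28 stimulation; 18 h culture, 37 degrees C; dual fluorescence (EGFP, DsRed) plate cytometry.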
# PLK1 PBD block: qHTS for Inhibitors of PLK1-PDB (polo-like kinase 1 - polo-box domain): Primary Screen | Serine/threonine-protein kinase PLK1 (Homo sapiens), P53350 | Plk1 PBD binding of FITC phosphopeptide, fluorescence polarization | Potency, µM, inactives show max response, negative = inhibition, actives largely listed as inhibitors | 360,000 compounds, 2.8% hits; note: potency is the fitted concentration of half-maximal effect; series mostly up to about 57 µM; % is set by controls: 0 for no effect and ±100 for the full control effect; nearly all actives have a fitted effect of over 65% in size
# WRN inhibitor: qHTS for Inhibitors of WRN Helicase; WRN helicase unwinding, fluorescent forked duplex, kinetic; Potency, µM (top dose mostly 114 µM), for the others: top-dose activity change, negative = inhibition, usual class: inhibitors; 360,000 compounds, 0.46% hits; AID 651768, 2012; note: potency is the fitted concentration of half-maximal effect; % is set by controls: 0 for no effect and ±100 for the full control effect; nearly all actives have a fitted effect of over 55% in size
#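 Fluorescence dequenching readout, ex 525 nm/em 598 nm, kinetic mode: forked duplex DNA (100 nM final) with adjacent fluorophore and quencher unwound by WRN (20 nM final) with 2 mM ATP. Compound preincubation 15 min, room temperature.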
# DRD3 agonist: qHTS of D3 Dopamine Receptor Agonist: qHTS. AID 652048, 2013. max activation, %. 410,000 compounds, 0.58% hits. D3R DiscoveRx beta-arrestin cells, luminescence, 90 min; in the data active = max activation above about 30%; note: 0% is about no effect; mostly tested at two doses, the higher about 12 µM
# Target sequence (P35462 whole entry, looked up): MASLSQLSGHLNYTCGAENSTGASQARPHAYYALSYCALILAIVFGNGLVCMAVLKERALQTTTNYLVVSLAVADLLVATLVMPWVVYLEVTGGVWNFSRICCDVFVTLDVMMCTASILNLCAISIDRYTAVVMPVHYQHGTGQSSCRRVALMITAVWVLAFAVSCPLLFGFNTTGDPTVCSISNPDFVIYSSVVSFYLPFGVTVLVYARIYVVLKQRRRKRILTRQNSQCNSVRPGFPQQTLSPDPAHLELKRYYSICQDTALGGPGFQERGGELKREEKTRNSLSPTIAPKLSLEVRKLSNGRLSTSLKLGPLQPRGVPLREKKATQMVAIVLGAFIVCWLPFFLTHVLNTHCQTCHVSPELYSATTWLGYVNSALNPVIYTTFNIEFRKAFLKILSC
#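 Cells at 1500/well, incubated overnight, then treated with pinned compounds (dopamine as control) for 90 min at 37 degrees C. DiscoveRx reagent added for 30 - 60 minutes at room temperature; luminescence read.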
# DRD3 antagonist: qHTS of D3 Dopamine Receptor Antagonist: qHTS | 360,000 compounds, 2.5% hits | max response, negative = inhibition, % | AID 652054, 2013 | D(3) dopamine receptor (Homo sapiens), P35462 | D3R cells, DiscoveRx beta-arrestin luminescence, antagonist mode; hits give low values; in the data active = max response below about -50%; inconclusive = no clear call, values can overlap the other calls; note: % is set by controls: 0 for no effect and ±100 for the full control effect; mostly tested at two doses, the higher about 12 µM
#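 Cells expressing the human receptor were seeded at 1500 cells/well, incubated overnight at 37 degrees C in 5% CO2, then exposed to library compounds with dopamine controls for 90 minutes at 37 degrees C before luminescent detection.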
# GLP1R cytotox: qHTS of GLP-1 Receptor Inverse Agonists: Cytotox Screen. AID 624418, 2012. Potency, µM (top dose mostly 38.3 µM), for the others: at the top dose activity change, negative = inhibition, most hits filed as inhibitors. 410,000 compounds, 0.13% hits. HEK293 cAMP-luciferase reporter cells, luminescence, 24 h;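 note: loss of luciferase light is scored as toxicity; potency is the fitted concentration of half-maximal effect; % is set by controls: 0 for no effect and ±100 for the full control effect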
#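 Cells in DMEM/10% Nu serum/1% pen-strep, 1536-well format. Pre-incubated 12 h, dosed with 23 nL compound, incubated a further 24 h. Luciferase detection, 12 min at room temp, luminescence.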
# Starred values were filed as active, the others as inactive; ? = inconclusive; nt = no result given; [ ] = dose if it differs, or a comment. Unless noted, calls come from the whole dose curve; as a rule, active = well fitted curve in the direction sought with a large enough effect; inconclusive = small, poorly fitted or top-dose-only effect, or another doubt; inactive = no such curve, though single readings can be large; an effect the other way counts as inactive or inconclusive.
SMILES,GLP1R inv ag,GLP1R ag,PI5P4K alpha inh,IL-2 act,PLK1 PBD block,WRN inhibitor,DRD3 agonist,DRD3 antagonist,GLP1R cytotox
CCOc1ccc(NC(=O)CC2C(=O)N(c3ccc(OC)cc3)C(=S)N2Cc2ccccn2)cc1 (stereo not given),-29%,14%,-5,-4.0,-15%,-2%,12,9,0%
COC(=O)c1ccccc1NC(=O)CN1CCC(NC(=O)c2ccc(C)cc2)CC1,-14%,-1%,0,-0.6,-7%,-6%,0,-22,0%
COc1ccc(C2NC(=O)NC(C)=C2C(=O)OC2CCC(C)CC2)cc1 (stereo not given),?,11%,6,-0.3,0%,-1%,22,11,-10%
CCn1c(Cc2ccc(OC)cc2)nnc1SCC(=O)N1CCN(c2ccccc2)CC1,0%,3%,nt,-2.4,3%,-6%,-1,27,-1%
Oc1ccc2c(c1)oc1cc(O)ccc12,185%[activator],3%,nt,-2.2,-4%,-19%,-5,-12,-5%
CCCCn1c(NC(=O)c2ccccc2)nc2ccccc21,28%,7%,nt,-0.1,0%,-18%,2,3,-12%
COc1ccc(OC)c(-c2noc(N3CCN(c4cccc(C(F)(F)F)c4)CC3)n2)c1,?,1%,nt,nt,nt,nt,-5,nt,4%
N/C(=N\OC(=O)c1ccc2ccccc2c1)c1cccc([N+](=O)[O-])c1,-8%,21%,-5,-1.0,-13%,4%,4,8,-8%
NC(=O)CSc1nnc(Cn2c(=O)sc3ccccc32)n1CCc1ccccc1,0%,3%,-6,-3.0,-17%,3%,-7,-13,3%
CCOC(=O)c1[nH]c2ccccc2c1NC(=S)Nc1ccccc1,25%,4%,-4,-0.6,-23%,0%,0,16,5%
CCC(CC)C(=O)Nc1cccc(C(=O)N2CCOCC2)c1,6%,-9%,nt,0.0,-5%,6%,-2,-12,-6%
COc1ccccc1NC(=O)CSc1nccc(=O)[nH]1,-7%,0%,nt,0.0,-5%,7%,-4,5,-2%
C=CCn1c(Oc2cccc(C)c2)nc2c1c(=O)n(C)c(=O)n2C,3%,-4%,1,0.4,-5%,3%,0,9,-6%
Cc1ccc(-c2nnn(CC(=O)N(c3cccc(F)c3)C(C(=O)NC(C)(C)C)c3ccco3)n2)o1 (stereo not given),17%,3%,0,-1.2,-5%,-21%,-3,7,-4%
CCS(=O)(=O)N1CCC(C(=O)Nc2ccccc2OC)CC1,9%,-7%,-8,-2.5,-2%,2%,-2,-10,5%
COc1ccc(-c2cn(CCC(=O)O)c(C)n2)cc1,17%,-6%,-2,1.9,5%,10%,17,16,1%
CCCCNC(=S)N1CCN(c2ccccc2Cl)CC1,?,3%,2,-4.3,-10%,-1%,4,-2,-1%
CCS(=O)(=O)N1CCN=C1SCc1cccnc1,0%,-7%,12,1.2,-2%,-1%,3,-4,6%
CCN(CC)CCNC(=O)Cn1cnc2sc(C)c(S(=O)(=O)N3CCOCC3)c2c1=O,-21%,-11%,0,6.3,-4%,0%,10,17,-29%
Cc1cccc(C(=O)NNC(=O)c2ccccc2)c1,37%[activator],-6%,3,0.1,-7%,-18%,-4,-9,19%
CC(C)c1ccc(NC(=O)Cn2ncn3c(cc4ccccc43)c2=O)cc1,5%,1%,-27,-2.6,2%,6%,1,-1,-14%
CCC(C(=O)N1CCN(S(=O)(=O)c2sc(C(=O)O)c(C)c2C(=O)O)CC1)c1ccccc1 (stereo not given),9%,-2%,0,-0.1,-14%,-6%,-10,18,-12%
CCCn1c2ccccc2c2cnn(CC(=O)NC3CCC(C)CC3)c(=O)c21 (stereo not given),-27%,3%,4,1.2,2%,-1%,1,8,-6%
CCc1nc2ccc(C(=O)N(C)Cc3ccco3)cn2c1N(C)C(=O)Cc1ccccc1,-4%,5%,-6,-0.5,-3%,-1%,13,3,3%
CCS(=O)(=O)N1CCCC(C(=O)NC2CCCCC2)C1 (stereo not given),6%,-3%,4,-0.1,-4%,7%,-3,23,1%
Nc1c(O)cccc1C(=O)O,4%,-2%,-23,0.2,-18%,-5%[11.6 µM],0,0,-2%
CCC(Sc1nc2sc(C(=O)OC)c(C)c2c(=O)n1N)C(=O)N(CC)CC (stereo not given),0%,1%,nt,5.9,1%,9%,3,11,2%
CCc1nc2ccc(C(=O)NCc3ccccc3OC)cn2c1N(C=O)CCC(C)C,-27%,6%,6,-0.8,2%,-6%,5,1,-5%
CCc1ccc(OCC2c3cc(OC)c(OC)cc3CCN2C(=S)NCCOC)cc1 (stereo not given),?,12%,2,-2.8,-9%,?,-3,-29,-19%
O=C(NCC1CCCO1)C(c1cccnc1)N(C(=O)Cc1cccs1)c1cccnc1 (stereo not given),3%,-2%,nt,0.2,-1%,3%,-5,9,3%
COC(=O)c1c(C)cc(C)c2c1CC(C)(C)C2=O,2%,4%,-7,4.0,0%,-28%,9,12,16%
N#Cc1cccc(NC(=O)CNC(=O)Cc2ccccc2)c1,6%,4%,8,-1.3,-2%,-21%,-3,-10,-5%
O=C(NCc1cccc(C(F)(F)F)c1)C1CC(c2ccccc2C(F)(F)F)=NO1 (stereo not given),?,14%,11,-0.4,-12%,-2%,-22,8,?
COc1cccc(-c2nc(N3CCCCC3C)c3ccccc3n2)c1O (stereo not given),?,0%,10,-0.9,2%,-9%,3,214,-9%
C/C=N/NC(=O)CCNC(=O)c1ccccc1,18%,-1%,5,0.1,-7%,-7%,-2,-1,3%
COC(=O)c1ccc(NC(=O)C(C)Sc2nc(=O)cc(N)n2CCc2ccccc2)cc1 (stereo not given),6%,-1%,nt,nt,nt,nt,4,nt,-11%
Cc1ccc(N2C(=O)CC(C)(C)CC2=O)cc1Cl,5%,-1%,4,1.7,-2%,-2%,2,3,18%
CC12CCC(=O)N1C(C(=O)N1CCN(c3cccc(Cl)c3)CC1)CS2 (stereo not given),?,-5%,-1,0.0,-2%,-1%,23,11,-12%
O=C(CSc1nc(=O)n2cc(Cl)ccc2n1)Nc1ccc2c(c1)OCCO2,13%,8%,-54*,-0.5,5%,?,1,14,-19%
Cc1ccc(Br)cc1S(=O)(=O)Nc1cccnc1,-2%,-2%,15,2.2,-2%,-6%,2,13,3%
CC1CCN(C(=O)c2[nH]cnc2C(=O)NCc2ccc(CNC(=O)OC(C)(C)C)cc2)CC1,14%,-6%,1,-0.8,0%,1%,3,18,-2%
NC(=O)CCC(C(=O)O)N1C(=O)C2C3CCC(C3)C2C1=O (stereo not given),3%,-3%,0,-3.0,4%,4%,7,10,-14%
Cc1cc(C)c(C(N)=O)c(NCCc2ccccc2)n1,0%,-7%,nt,1.1,-2%,2%,19,19,-13%
Cc1cc2ncc(Cl)nc2cc1C,3%,2%,-1,-0.1,1%,-2%[57.1 µM],7,15,-1%[1.53 µM]
CN(CC(=O)Nc1cccc(F)c1)C(=O)c1cc(-c2cccs2)nn1-c1ccccc1,?,-7%,5,-6.1,-11%,-5%,-7,-2,?

# A different layout for part of the listing above:
# Sequence of screens – GLP1R inv ag	GLP1R ag	PI5P4K alpha inh	IL-2 act	PLK1 PBD block	WRN inhibitor	DRD3 agonist	DRD3 antagonist	GLP1R cytotox
COC(=O)c1c(C)cc(C)c2c1CC(C)(C)C2=O
    2%	4%	-7	4.0	0%	-28%	9	12	16%
N#Cc1cccc(NC(=O)CNC(=O)Cc2ccccc2)c1
    6%	4%	8	-1.3	-2%	-21%	-3	-10	-5%
O=C(NCc1cccc(C(F)(F)F)c1)C1CC(c2ccccc2C(F)(F)F)=NO1 (stereo not given)
    ?	14%	11	-0.4	-12%	-2%	-22	8	?
COc1cccc(-c2nc(N3CCCCC3C)c3ccccc3n2)c1O (stereo not given)
    ?	0%	10	-0.9	2%	-9%	3	214	-9%
C/C=N/NC(=O)CCNC(=O)c1ccccc1
    18%	-1%	5	0.1	-7%	-7%	-2	-1	3%
COC(=O)c1ccc(NC(=O)C(C)Sc2nc(=O)cc(N)n2CCc2ccccc2)cc1 (stereo not given)
    6%	-1%	nt	nt	nt	nt	4	nt	-11%
Cc1ccc(N2C(=O)CC(C)(C)CC2=O)cc1Cl
    5%	-1%	4	1.7	-2%	-2%	2	3	18%
CC12CCC(=O)N1C(C(=O)N1CCN(c3cccc(Cl)c3)CC1)CS2 (stereo not given)
    ?	-5%	-1	0.0	-2%	-1%	23	11	-12%

# (listing goes on)
SMILES,GLP1R inv ag,GLP1R ag,PI5P4K alpha inh,IL-2 act,PLK1 PBD block,WRN inhibitor,DRD3 agonist,DRD3 antagonist,GLP1R cytotox
CCC(C(=O)Nc1ccccn1)c1ccccc1 (stereo not given),-3%,6%,0,-0.9,-3%,-2%,9,11,-9%
COCCCNC(=O)CCNS(=O)(=O)c1ccc(C)cc1,0%,-2%,nt,2.6,1%,-10%,8,-11,3%
Cn1cc(CNC(=O)C2CCCCC2)cn1,0%,8%,nt,-0.1,-1%,-9%,0,-11,2%
CCOC(=O)c1cnn(CCOC(=O)Cc2cccs2)c1NC(=O)Cc1cccs1,0%,1%,nt,-3.8,-4%,3%,-2,-16,-16%
O=C(Cn1ncc2c([nH]c3ccccc32)c1=O)Nc1ccc(CN2CCCCC2)cc1,?,0%,2,0.9,3%,19%,2,0,22%
